D2 potentiator = HTS Assay for Positive Allosteric Modulators of the Human D2 Dopamine Receptor: Primary Screen for Potentiators. HEK293 T-REx D2, calcium flux, EC20 dopamine potentiation. D(2) dopamine receptor (Homo sapiens), P14416. 0.34% of 340,000 active. potentiation, % at 10 µM. AID 485347, 2010;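 active means potentiation over 3 SD above the plate norm, cut at about 30% in these data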; further: 0% is about no effect
Target sequence (P14416 whole entry, looked up): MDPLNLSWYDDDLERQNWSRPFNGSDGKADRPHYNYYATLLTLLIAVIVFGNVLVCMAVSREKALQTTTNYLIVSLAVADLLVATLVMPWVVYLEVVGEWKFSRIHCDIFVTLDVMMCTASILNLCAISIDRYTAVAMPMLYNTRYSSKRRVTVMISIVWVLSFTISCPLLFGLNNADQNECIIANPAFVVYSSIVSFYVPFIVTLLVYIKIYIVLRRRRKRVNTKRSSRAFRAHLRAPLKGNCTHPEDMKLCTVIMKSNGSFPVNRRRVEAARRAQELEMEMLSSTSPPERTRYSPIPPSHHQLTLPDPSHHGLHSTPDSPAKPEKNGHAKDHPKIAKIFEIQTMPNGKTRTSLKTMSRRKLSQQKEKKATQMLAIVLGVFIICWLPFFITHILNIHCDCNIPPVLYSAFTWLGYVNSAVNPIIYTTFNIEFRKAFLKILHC
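Tetracycline-induced Hek293 Trex D2 cells, force-coupled to calcium, loaded with no-wash calcium dye. Compound added with 180 s kinetic read for agonism, then EC20 dopamine and a further 180 s read for potentiation.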
Vif-A3F inh = qHTS for Inhibitors of Vif-A3F Interactions: qHTS; HeLa A3F-eYFP + Vif (tagged APOBEC3F with the HIV-1 protein that degrades it), YFP fluorescence increase; Potency, µM (top dose mostly 46.1 µM), inactives show at the top dose activity, negative = active; 0.2% of 390,000 active; AID 602313, 2012; further: potency means the concentration at half of the fitted maximal effect; % of control where 0% means no effect; nearly all actives have a fitted effect of over 65% in size
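HeLa cells stably expressing Vif plus C-terminally eYFP-tagged A3F were seeded, incubated overnight at 37 deg C, dosed with compound, incubated overnight again at 37 deg C. Yellow fluorescence (Ex 488/Em 500-530) reported blocked Vif-mediated A3F-eYFP degradation.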
LDHA block = qHTS assay for inhibitors of human lactate dehydrogenase | L-lactate dehydrogenase A chain (Homo sapiens), P00338 | purified LDHA, NADH/diaphorase-resazurin fluorescence; active compounds read low | activity change, % (values are at about 110 or 230 µM) | 0.15% of 480,000 active | AID 1347041, 2019; in the data active means activity change below about -30%; inconclusive means mostly about -25% to -30%;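 further: plate controls were DMSO wells for no effect and wells without enzyme for full effect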
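Enzyme activity of human lactate dehydrogenase 5 (2 nM; 0.06 mM NADH, 0.2 mM pyruvate, 5 min, RT) is measured via a resazurin/diaphorase fluorescence readout of residual NADH.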
GRP78 ERSR act = qHTS for Inducers of the Endoplasmic Reticulum Stress Response (ERSR) in Human Glioma: qHTS; 0.02% of 420,000 active; Potency, µM, without a hit: at the highest dose activation, usual class: activators; U87-MG GRP78 promoter luciferase reporter, 16 h; further: potency means the concentration at half of the fitted maximal effect; series mostly up to about 76 µM; % of control where 0% means no effect; nearly all actives have a fitted effect of over 35% in size
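Stably transfected U87-MG human glioma cells carrying a GRP78-based luminescent sensor were seeded at 1000 cells/well, pin-dosed with compounds and incubated 16 h. Luciferase reagent was then added, and end-point luminescence was read after 10 min at room temperature.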
Vif-APOBEC3G blk = qHTS for Inhibitors of Vif-A3G Interactions: qHTS; HeLa A3G-eYFP + Vif (tagged APOBEC3G with the HIV-1 protein that degrades it), YFP fluorescence, overnight; 0.076% of 410,000 active; DNA dC->dU-editing enzyme APOBEC-3G (Homo sapiens), Q9HC16; Potency, µM (titrated, usually from 46.1 µM), without a hit: top-dose activity, negative = active, most hits filed as inhibitors;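 further: potency means the concentration at half of the fitted maximal effect; on the % scale 0 is the no-effect control and ±100 the full control effect; nearly all actives have a fitted effect of over 60% in size; hits raise eYFP signal because A3G escapes Vif-driven loss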
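HeLa cells stably expressing Vif and C-terminally eYFP-tagged A3G, seeded overnight at 37 deg C, then exposed to compound by pintool overnight at 37 deg C. Rise in yellow fluorescence (Ex 488/Em 500-530, Acumen) marks blocked Vif-driven A3G degradation.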
D1 potentiator = Potentiators of Human D1 Dopamine Receptor: qHTS | D(1A) dopamine receptor (Homo sapiens), P21728 | HEK293 TREx D1 cells, calcium flux, dopamine EC20 potentiation | 0.036% of 360,000 active | potentiation, % at 10 µM; in the data active means potentiation above about 30%; further: 0% is about no effect
Target sequence (P21728 whole entry, looked up): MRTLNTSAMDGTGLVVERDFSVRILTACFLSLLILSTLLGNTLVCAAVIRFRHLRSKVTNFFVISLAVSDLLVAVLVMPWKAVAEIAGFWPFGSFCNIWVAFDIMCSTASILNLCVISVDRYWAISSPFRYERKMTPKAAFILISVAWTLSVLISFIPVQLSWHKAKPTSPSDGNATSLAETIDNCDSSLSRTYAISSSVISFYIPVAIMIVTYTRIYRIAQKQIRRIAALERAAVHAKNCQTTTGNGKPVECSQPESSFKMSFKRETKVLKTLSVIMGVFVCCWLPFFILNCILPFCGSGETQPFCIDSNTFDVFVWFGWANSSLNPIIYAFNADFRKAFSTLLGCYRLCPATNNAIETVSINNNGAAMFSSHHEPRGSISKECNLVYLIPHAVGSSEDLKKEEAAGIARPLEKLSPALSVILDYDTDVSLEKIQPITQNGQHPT
RXFP1 agonist = qHTS Assay for Agonists of the Relaxin Receptor RXFP1 | HEK293T-RXFP1 cAMP TR-FRET, 30 min; response scale: percent of porcine relaxin response, buffer zero | Potency, µM (highest dose often 57.5 µM), for the others: top-dose activation, usual class: activators | 0.3% of 370,000 active | AID 2676, 2010; further: potency means the concentration at half of the fitted maximal effect; on the % scale 0 is the no-effect control and ±100 the full control effect; nearly all actives have a fitted effect of over 60% in size; many of its hits are not listed in these tables
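HEK293 cells stably expressing RXFP1, treated 30 min at 37C with compounds plus PDE4 inhibitor Ro 20174; cAMP measured by HTRF TR-FRET. Normalized to buffer and 29 nM porcine relaxin; EC50 by Hill fit.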
D1 antag = Antagonist of Human D 1 Dopamine Receptor: qHTS; 3.2% of 360,000 active; HEK293 TREx D1 cells, calcium flux, dopamine EC80; active compounds read low; D(1A) dopamine receptor (Homo sapiens), P21728; activity change, negative = inhibition, % at 10 µM; in the data active means activity change below about -30%; further: on the % scale 0 is the no-effect control and ±100 the full control effect
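Tetracycline-induced HEK293 T-REx cells with force-coupled D1 receptor were loaded with a no-wash calcium dye. Compound was added after a 10 s baseline and read kinetically for 180 s; EC80 dopamine was then added and calcium flux followed another 180 s.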
D1 ag = Allosteric Agonists of the Human D1 Dopamine Receptor: qHTS. 1% of 360,000 active. HEK293 T-REx D1 cells, calcium flux, agonist mode. AID 504660, 2011. activation, % at 2 µM; in the data active means activation above about 30%; further: 0% is about no effect
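Tetracycline-induced HEK293 TREx D1 cells, force-coupled to calcium signalling, were dye-loaded with a no-wash calcium kit. Compound was pin-added after a 10 s baseline. Fluorescence was read kinetically at 1 cycle/s for 180 s, with calcium rises flagged as agonism.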
Numbers without * were called inactive; ? = inconclusive; · = no result given; & = joins results of further samples. Unless noted, the call rests on the fitted dose curve; in most records, active means well fitted curve in the direction sought with a large enough effect; inconclusive means small, poorly fitted or top-dose-only effect, or another doubt; inactive means no such curve, though single readings can be large; an effect the other way counts as inactive or inconclusive. A portion of the library; rates above refer to the full screens.

compound | D2 potentiator | Vif-A3F inh | LDHA block | GRP78 ERSR act | Vif-APOBEC3G blk | D1 potentiator | RXFP1 agonist | D1 antag | D1 ag
c1ccc(CN2C3=NCCCN3c3ccccc32)cc1 | 12 | 5% | -4&2 | -3% | -7% | -2 | -0.6% | -1 | 0
O=C(NC1CCCc2ccccc21)C1CCC(CNc2c(N3CCOCC3)c(=O)c2=O)CC1 (stereo not drawn) | 12 | 0% | -5 | -2% | 2% | -2 | -0.4% | 4 | 1
CCCN1CCC(=O)N(CCSc2ccc(OC)cc2)CC1 | 1 | 0% | 0 | -2%&-3% | ? | -2 | 0.0% | 1 | 1
C#CC(C)(C)NC(=S)NC1CC2C=CC1C2 (stereo not drawn) | 3 | 8% | 0 | -4% | -1% | -11 | 3.0% | 5 | 3
O=C(CNC(=O)c1ccccc1Cl)N/N=C/c1ccc([N+](=O)[O-])s1 | · | -1% | -12 | -4% | -6% | -7 | 0.4% | 4 | 0
CC(C)(C)c1ccc(C(=O)N/N=C/c2ccccn2)cc1 | -16 | 5% | 0 | 0% | 0% | -8 | -1.3% | -18 | 1
CC(=O)Oc1ccc(/C=N/NC(=O)c2ccc(N(C)S(=O)(=O)c3ccccc3)cc2)cc1 | 1 | 0% | 3 | -2% | 2% | -7 | 0.5% | -2 | 6
OCc1cn(-c2ccccc2)nc1-c1cc2ccccc2o1 | 4 | 3% | 0 | 4% | 3% | -5 | -2.1% | -17 | 0
CCCn1c2c(c(O)c(C(=O)Nc3ccc(OC)cc3)c1=O)CCCC2 | -5 | · | -5 | -3% | 1% | 1 | -0.2% | 7 | 4
COC(=O)c1ccc(NC(=O)Cc2ccccc2)cc1 | 0 | 4% | -2 | -3% | 2% | -4 | 0.1% | -19 | 7
NS(=O)(=O)c1cccc(NC(=O)COC(=O)C2(c3cccc(F)c3)CCCC2)c1 | -8 | 2% | -2 | -2% | 3% | -3 | -0.8% | 5 | 6
O=C(O)CC(Cn1cnnn1)c1ccccc1 (stereo not drawn) | 9 | 1% | 3 | -1% | 2% | -6 | -0.3% | -1 | 2
CC(C)CCn1nnnc1CN1CCN(C(=O)c2ccco2)CC1 | 16 | -9% | -2 | -2% | 1% | -4 | 2.3% | 1 | 1
COc1ccc(-n2c(=S)[nH]c3sc4c(c3c2=O)CCN(C)C4)cc1 | -1 | · | · | · | · | 0 | 14% | 12 | 2
Cn1cnnc1SCC(=O)c1ccco1 | 8 | -5% | 12 | -2% | 2% | -10 | 0.8% | -6 | 1
O=P(O)(O)c1ccccc1OCc1ccccc1 | 1 | 0% | -5 | -2% | -2% | -3 | 0.3% | -9 | 3
COc1ccc(C(=O)NCC(=O)OCC(=O)c2ccc(Cl)cc2)cc1OC | · | -21% | -7&-8 | -7% | 0% | -6 | 0.2% | · | -1
CC1(C)CC(=O)C2=C(C1)N(Cc1ccco1)C(=O)C2(NC(=O)c1cccnc1)C(F)(F)F (stereo not drawn) | 0 | 3% | -3 | -3% | 0% | 0 | -0.3% | 35 | 5
Nn1c(SCc2nc3ccccc3[nH]2)nnc1-c1ccccc1 | -8 | -2% | 0 | 1% | 0% | -4 | -0.2% | 2 | 2
CCC1(O)CC(c2ccccc2)=NN1C(=O)c1ccccc1F (stereo not drawn) | · | 5% | -7 | -2% | 4% | · | · | · | ·
c1ccc2nc(SCc3cn4ccccc4n3)cnc2c1 | 3 | 1% | -9 | 3% | 1% | 3 | 18% | -21 | 3
COc1ccc(Cl)cc1S(=O)(=O)NCc1nc2nc(C)cc(C)n2n1 | 2 | -7% | -4 | 1% | 1% | -2 | 4.8% | 10 | 2
CCOC(=O)c1cnn(-c2cccc(F)c2)c1C1CCNCC1 | 8 | 5% | -6 | -1% | -1% | 0 | 0.0% | 7 | 9
Cc1cccc(NC(=O)CNC(=O)N2CC(=O)Nc3ccccc32)c1C | · | -15% | 0 | 2% | -1% | -4 | 0.7% | 3 | 1
CC(C)CC(=O)N1CCN(c2ccc([N+](=O)[O-])cc2Cl)CC1 | 0 | 3% | -1 | 0% | 6% | 0 | 2.2% | -9 | 17
O=C(Nc1ccccc1Cl)c1cnccn1 | -4 | -4% | 0 | 2% | -3% | -7 | 0.0% | -12 | -1
CCn1nnc(NC(=O)COc2cc(C)ccc2C(C)C)n1 | -15 | -4% | 8 | 0% | 1% | 7 | 2.1% | -3 | 10
Cc1cc(NC(=O)CSc2cc(Cl)ccc2Cl)n(-c2ccccc2)n1 | 3 | -7% | 1 | -6% | -10% | -3 | -1.9% | -5 | 4
CS(=O)(=O)c1ccc(Cl)c(NC(=O)COC(=O)c2cccc(S(=O)(=O)N3CCCCC3)c2)c1 | -10 | 3% | 4 | -6% | 0% | -1 | 5.0% | 10 | 4
CCn1c(C)c(C2=CCN(S(=O)(=O)c3ccc(C)cc3)CC2)c2ccccc21 | 2 | -4% | -5 | -5% | 1% | -3 | -0.8% | 14 | 8
Cc1noc(/C=C/c2cccs2)c1S(=O)(=O)N1CCC(C(=O)NCCCN2CCCC(C)C2)CC1 (stereo not drawn) | 4 | -10% | -1 | -3% | 6% | -8 | 0.6% | -2 | 4
COC(=O)c1cc(C(=O)OCC(=O)Nc2ccc(N3CCOCC3)cc2)cc([N+](=O)[O-])c1 | · | 9% | -4 | 0% | 1% | · | · | · | ·
Cc1cc(C)cc(NC(=O)CSc2nc(=O)n3cc(C)ccc3n2)c1 | -9 | 7% | -10 | 1% | 1% | 1 | 12% | -3 | 0
CC(C)N1CCN(Cc2ccccc2-c2ccco2)CC1CCO (stereo not drawn) | 5 | -10% | 1 | -2% | 0% | -3 | 1.7% | -25 | 3
Cc1ccc(OCC(=O)N2CCN(C(=O)c3ccncc3)CC2)cc1 | -2 | 2% | 1 | 0% | -4% | -3 | 0.7% | -5 | 1
O=C(N1CCOCC1)N1c2ccccc2Sc2ccccc21 | -2 | -7% | -3 | -1% | -9% | -3 | 4.4% | 4 | 0
CN1CCN(C(=O)c2ccc(OCCOc3ccccc3)cc2)CC1 | 4 | 0% | -3 | 2% | -4% | -4 | 0.2% | -5 | 8
Cc1ccc(NC(=O)C(=O)NC2CCCCC2)cc1 | -4 | 0% | -4 | 1% | -2% | 12 | 0.5% | -14 | 2
CSc1nc(C)c(C(=O)C[n+]2ccccc2C)cc1C#N | 0 | -3% | -17 | -5% | 2% | 1 | -0.6% | -10 | 2
O=C(c1ccco1)N1CCN(S(=O)(=O)c2ccc(S(=O)(=O)NC3CCCCC3)cc2)CC1 | -2 | 0% | -2 | -3% | -7% | 1 | 1.2% | -11 | 5
O=C(Nc1c(C(=O)Nc2ccc3c(c2)OCCO3)cnn1-c1ccccc1Cl)c1ccco1 | 5 | -5% | 5 | -3% | 1% | 5 | -0.3% | 21 | -1
CC(NC(=O)c1ccccc1)C(=O)OCC(=O)c1c(N)n(C)c(=O)n(C)c1=O (stereo not drawn) | -16 | 0% | -2 | -5% | -1% | 4 | 2.9% | 22 | 0
CC1Cn2c(nnc2-c2cc3ccccc3cc2O)S1 (stereo not drawn) | 22 | 0% | 18 | -3% | -1% | -5 | 2.4% | 2 | 16
Cc1nnc(N2CCCC(C(=O)Nc3ccccc3C(F)(F)F)C2)c2nn(-c3ccccc3)c(C)c12 (stereo not drawn) | 2 | ? | -2 | -3% | -10% | 2 | 4.8% | 14 | 1
CCc1cccc(CC)c1NC(=S)NCc1nc2ccccc2[nH]1 | 6 | -2% | -2 | -3% | 1% | -3 | -2.8% | · | 0
O=C(C1CCN(S(=O)(=O)N2CCCC2)CC1)N1CCCCC1 | -3 | 6% | 3 | -2% | 1% | -4 | 0.3% | -6 | 3
CC(C)NC(=O)Cn1c(=O)cnc2ccccc21 | 0 | -3% | -11 | -2% | -1% | -5 | 0.2% | -55* | 4
COc1ccc(CN2CCN(S(=O)(=O)c3ccc(C)cc3)CC2)cc1Br | -6 | -1% | ? | 2% | 1% | 0 | 1.5% | · | 4
CN1CCN(c2nc(NCCOC34CC5CC(CC(C5)C3)C4)nc(OCC(F)(F)F)n2)CC1 | 23 | -21% | -8 | -5% | 0% | 1 | -2.1% | -3 | -2
CCOc1cc(C(=O)Nc2cccc3ncccc23)cc(OCC)c1OCC | -7 | 9% | 0 | -4% | -5% | -2 | 2.0% | 8 | 0
O=C(NCCC(=O)N1CCN(C(=O)c2ccco2)CC1)c1ccc(Br)cc1 | 6 | 1% | -1 | -2% | -5% | -3 | 0.4% | -3 | 2
CC(=O)CSc1nnc2c3ccccc3nc(C(C)(C)C)n12 | 13 | 12% | -7 | -1% | 4% | -4 | 9.2% | -2 | 6
CCN1CCN(c2nc3c(C)cccn3c(=O)c2/C=C(\C#N)S(=O)(=O)c2ccccc2)CC1 | · | 5% | 0 | -2% | -3% | -5 | 3.2% | -13 | 2
